# From PubChem
# TcdB GH inh – TcdB glycohydrolase inhibition; P18177; TcdB glycohydrolase enzymatic assay, plate reader; inhibition, % at 9.99 µM; hit rate 0.24% among 350,000; in the data active = inhibition above about 10%
# Target sequence (P18177 whole entry, looked up): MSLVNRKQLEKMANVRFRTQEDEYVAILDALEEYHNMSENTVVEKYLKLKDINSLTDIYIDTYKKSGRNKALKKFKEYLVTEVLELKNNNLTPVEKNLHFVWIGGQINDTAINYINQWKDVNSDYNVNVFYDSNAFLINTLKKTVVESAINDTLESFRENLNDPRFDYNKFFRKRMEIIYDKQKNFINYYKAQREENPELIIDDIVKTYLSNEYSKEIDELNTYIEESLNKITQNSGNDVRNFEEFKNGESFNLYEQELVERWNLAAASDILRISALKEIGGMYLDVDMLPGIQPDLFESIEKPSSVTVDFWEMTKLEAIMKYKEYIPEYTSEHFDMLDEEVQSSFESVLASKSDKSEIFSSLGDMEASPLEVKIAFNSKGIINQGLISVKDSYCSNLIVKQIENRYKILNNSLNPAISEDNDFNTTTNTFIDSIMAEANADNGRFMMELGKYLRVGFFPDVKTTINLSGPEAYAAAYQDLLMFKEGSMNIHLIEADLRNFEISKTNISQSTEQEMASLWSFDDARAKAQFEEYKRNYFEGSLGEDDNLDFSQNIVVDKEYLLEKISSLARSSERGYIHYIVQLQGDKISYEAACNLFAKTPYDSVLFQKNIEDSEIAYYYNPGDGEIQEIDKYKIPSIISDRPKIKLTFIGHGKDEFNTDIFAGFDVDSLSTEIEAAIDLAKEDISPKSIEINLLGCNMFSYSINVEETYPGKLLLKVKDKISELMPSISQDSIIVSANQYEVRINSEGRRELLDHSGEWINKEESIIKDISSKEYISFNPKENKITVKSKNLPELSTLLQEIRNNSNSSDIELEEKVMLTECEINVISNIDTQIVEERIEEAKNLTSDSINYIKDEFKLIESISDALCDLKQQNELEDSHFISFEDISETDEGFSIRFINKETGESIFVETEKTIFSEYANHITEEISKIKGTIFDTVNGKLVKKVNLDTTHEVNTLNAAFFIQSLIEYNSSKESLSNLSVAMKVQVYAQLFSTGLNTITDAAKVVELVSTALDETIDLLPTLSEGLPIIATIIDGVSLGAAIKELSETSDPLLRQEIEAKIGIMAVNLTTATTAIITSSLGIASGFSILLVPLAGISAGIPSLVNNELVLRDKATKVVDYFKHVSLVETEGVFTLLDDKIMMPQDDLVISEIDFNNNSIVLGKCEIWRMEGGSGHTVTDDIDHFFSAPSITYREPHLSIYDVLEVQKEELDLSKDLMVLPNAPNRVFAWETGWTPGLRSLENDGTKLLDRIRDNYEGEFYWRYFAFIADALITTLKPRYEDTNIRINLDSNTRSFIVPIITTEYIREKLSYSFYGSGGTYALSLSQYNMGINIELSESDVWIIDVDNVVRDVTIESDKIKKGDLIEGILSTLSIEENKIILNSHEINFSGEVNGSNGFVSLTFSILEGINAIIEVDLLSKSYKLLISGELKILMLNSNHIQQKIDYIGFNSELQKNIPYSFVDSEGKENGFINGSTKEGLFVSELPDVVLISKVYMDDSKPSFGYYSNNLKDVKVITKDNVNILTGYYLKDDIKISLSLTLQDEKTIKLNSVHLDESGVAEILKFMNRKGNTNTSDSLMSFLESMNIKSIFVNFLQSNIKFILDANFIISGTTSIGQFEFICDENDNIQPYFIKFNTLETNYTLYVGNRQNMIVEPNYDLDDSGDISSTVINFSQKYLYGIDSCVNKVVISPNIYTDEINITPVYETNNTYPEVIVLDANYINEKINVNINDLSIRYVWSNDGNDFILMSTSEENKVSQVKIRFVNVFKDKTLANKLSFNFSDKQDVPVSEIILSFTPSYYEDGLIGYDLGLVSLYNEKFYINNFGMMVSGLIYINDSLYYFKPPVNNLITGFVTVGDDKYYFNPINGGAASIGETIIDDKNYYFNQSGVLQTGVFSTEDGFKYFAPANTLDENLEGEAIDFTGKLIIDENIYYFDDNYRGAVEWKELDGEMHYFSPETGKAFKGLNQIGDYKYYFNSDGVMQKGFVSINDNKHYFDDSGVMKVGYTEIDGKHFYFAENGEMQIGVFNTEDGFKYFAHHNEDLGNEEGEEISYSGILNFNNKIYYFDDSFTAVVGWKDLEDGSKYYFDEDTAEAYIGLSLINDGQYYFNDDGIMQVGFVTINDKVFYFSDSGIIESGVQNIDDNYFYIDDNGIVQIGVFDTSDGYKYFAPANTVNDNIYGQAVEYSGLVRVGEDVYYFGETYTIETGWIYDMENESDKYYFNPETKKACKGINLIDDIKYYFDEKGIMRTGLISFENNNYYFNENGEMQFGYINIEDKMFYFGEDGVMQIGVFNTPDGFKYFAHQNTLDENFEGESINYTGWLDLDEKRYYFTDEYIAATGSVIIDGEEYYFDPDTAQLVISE
# Mtb BioA inh – inhibitors of Mycobacterium tuberculosis BioA enzyme | inhibition, % at 9.99 µM | purified M. tuberculosis BioA enzyme, plate reader | AID 602481 | hit rate 0.096% among 360,000; in the data active = inhibition above about 40%
# An asterisk follows results filed as active; & = joins results of further samples.
# The first 9 compounds, ahead of the listing:
SMILES,TcdB GH inh,Mtb BioA inh
C[C@@H]1CN([C@@H](C)CO)C(=O)c2cccc(N(C)C)c2O[C@@H]1CN(C)Cc1ccc(Oc2ccccc2)cc1,-1.8,-0.6
N#Cc1cccc(-c2ccc3c(c2)[C@H]2[C@H](CCN2C(=O)c2ccc4c(c2)OCO4)[C@@H](CO)N3)c1,-0.1,1.6
C[C@@H]1CN([C@H](C)CO)C(=O)Cc2cc(NC(=O)c3ccncc3)ccc2O[C@@H]1CN(C)S(=O)(=O)c1ccc(F)cc1,0.9,-1.1
C[C@H](CO)N1C[C@H](C)[C@H](CN(C)Cc2ccccc2)OCCCC[C@H](C)Oc2ccc(NS(=O)(=O)c3cn(C)cn3)cc2C1=O,3.4,1.0
CN1[C@@H]2c3ccc(-c4ccc(F)cc4)c(=O)n3C[C@H]1[C@H](CO)[C@H]2C(=O)Nc1nccs1,-0.1,0.5
CCC(=O)N(C)C[C@H]1[C@H](c2ccc(-c3ccccc3F)cc2)[C@@H](CO)N1C(C)=O,2.0,2.7
COCC(=O)N1C[C@H](C)[C@H](OC)CN(C)C(=O)c2ccc(NC(=O)NC(C)C)cc2OC[C@H]1C,1.6,-1.0
Cc1ccc(S(=O)(=O)Nc2cccc3c2O[C@@H](CN(C)CC2CCCCC2)[C@@H](C)CN([C@@H](C)CO)C3=O)cc1,0.1,1.9
COCC#Cc1ccc2c(c1)O[C@@H](CN(C)CC1CCOCC1)[C@H](C)CN([C@@H](C)CO)S2(=O)=O,0.1,-0.3

# This part in full, repeating the preview:
SMILES,TcdB GH inh,Mtb BioA inh
C[C@@H]1CN([C@@H](C)CO)C(=O)c2cccc(N(C)C)c2O[C@@H]1CN(C)Cc1ccc(Oc2ccccc2)cc1,-1.8,-0.6
N#Cc1cccc(-c2ccc3c(c2)[C@H]2[C@H](CCN2C(=O)c2ccc4c(c2)OCO4)[C@@H](CO)N3)c1,-0.1,1.6
C[C@@H]1CN([C@H](C)CO)C(=O)Cc2cc(NC(=O)c3ccncc3)ccc2O[C@@H]1CN(C)S(=O)(=O)c1ccc(F)cc1,0.9,-1.1
C[C@H](CO)N1C[C@H](C)[C@H](CN(C)Cc2ccccc2)OCCCC[C@H](C)Oc2ccc(NS(=O)(=O)c3cn(C)cn3)cc2C1=O,3.4,1.0
CN1[C@@H]2c3ccc(-c4ccc(F)cc4)c(=O)n3C[C@H]1[C@H](CO)[C@H]2C(=O)Nc1nccs1,-0.1,0.5
CCC(=O)N(C)C[C@H]1[C@H](c2ccc(-c3ccccc3F)cc2)[C@@H](CO)N1C(C)=O,2.0,2.7
COCC(=O)N1C[C@H](C)[C@H](OC)CN(C)C(=O)c2ccc(NC(=O)NC(C)C)cc2OC[C@H]1C,1.6,-1.0
Cc1ccc(S(=O)(=O)Nc2cccc3c2O[C@@H](CN(C)CC2CCCCC2)[C@@H](C)CN([C@@H](C)CO)C3=O)cc1,0.1,1.9
COCC#Cc1ccc2c(c1)O[C@@H](CN(C)CC1CCOCC1)[C@H](C)CN([C@@H](C)CO)S2(=O)=O,0.1,-0.3
C[C@H](CO)N1C[C@H](C)[C@@H](CN(C)C(=O)C2CCCCC2)Oc2ncc(-c3cccc(F)c3)cc2C1=O,1.4,2.0
CCCNC(=O)C[C@H]1CC[C@@H]2[C@H](COC[C@H](O)CN2C(=O)Nc2cccc(Cl)c2)O1,0.8,0.6
O=C(C[C@@H]1CC[C@H](NS(=O)(=O)c2ccc(F)cc2)[C@H](CO)O1)NC1CCCCC1,-1.0,4.1
CO[C@@H]1CN(C)C(=O)c2cc(NS(=O)(=O)c3ccccc3F)ccc2OC[C@H](C)NC[C@H]1C,0.9,-1.3
CO[C@@H]1CN(C)C(=O)c2ccc(NC(=O)C3CCCC3)cc2OC[C@@H](C)N(CCC(F)(F)F)C[C@@H]1C,0.7,0.5
O=C(Nc1ccc(F)cc1)N1CCCCN2[C@H](C1)[C@H](c1ccc(C#Cc3ccccc3)cc1)[C@@H]2CO,-0.2,-0.2
CC(C)CC#Cc1ccc2c(c1)O[C@H](CN(C)C)[C@@H](C)CN([C@@H](C)CO)S2(=O)=O,-0.1,6.5
CN(C)CCCNC(=O)C[C@@H]1CC[C@H]2[C@@H](COc3ccc(NC(=O)C4CCC4)cc3C(=O)N2C)O1,0.8,0.3
COc1ccc(S(=O)(=O)Nc2ccc3c(c2)C(=O)N([C@H](C)CO)C[C@H](C)[C@@H](CN(C)S(=O)(=O)c2cccs2)OCCCC[C@H](C)O3)cc1,0.4,-0.1
C[C@H]1CN([C@@H](C)CO)C(=O)c2cccc(NC(=O)Nc3ccc4c(c3)OCO4)c2O[C@@H]1CN(C)Cc1ccc(-c2ccccc2)cc1,0.2,-0.7
CC(C)CC#Cc1cnc2c(c1)C(=O)N([C@H](C)CO)C[C@@H](C)[C@H](CN(C)C(=O)c1ccccc1F)O2,0.0,1.7
O=C(O)C[C@H]1C[C@H]2c3cc(NC(=O)NC4CCCC4)ccc3O[C@H]2[C@@H](CO)O1,-0.4,-0.1
C[C@H](O)C#Cc1ccc([C@@H]2[C@H](CO)N3CCCCN(C(=O)c4ccncc4)C[C@@H]23)cc1,0.6,-0.8
C[C@@H]1CCCCO[C@H](CN(C)C(=O)NC2CCCCC2)[C@@H](C)CN([C@@H](C)CO)C(=O)c2cc(NS(=O)(=O)c3cccs3)ccc2O1,-0.2,1.1
COc1ccc(-c2ccc3n(c2=O)C[C@@H]2[C@@H](CO)[C@H](C(=O)N4CCN(C)CC4)N[C@H]32)cc1,0.6,-1.1
COc1ccc(NC(=O)N(C)C[C@H]2Oc3ccc(NS(=O)(=O)c4c(C)noc4C)cc3C(=O)N([C@@H](C)CO)C[C@@H]2C)cc1,-0.1,-0.1

# (cont.)
SMILES,TcdB GH inh,Mtb BioA inh
CC(C)NC(=O)Nc1cccc2c1O[C@H](CN(C)CC1CCCCC1)[C@H](C)CN([C@@H](C)CO)C2=O,0.3,-2.2
CC(C)NC(=O)Nc1ccc2c(c1)C(=O)N([C@H](C)CO)C[C@H](C)[C@@H](CN(C)S(=O)(=O)c1ccc(Cl)cc1)OCCCC[C@H](C)O2,-0.3,0.6
C[C@H](CO)N1C[C@H](C)[C@@H](CN(C)S(=O)(=O)c2cccs2)Oc2ccc(NC(=O)CCCN(C)C)cc2C1=O,-2.4,11
COc1ccc(CN(C)C[C@@H]2OCCCC[C@H](C)Oc3ccc(NC(=O)c4ccncc4)cc3C(=O)N([C@H](C)CO)C[C@H]2C)cc1,-0.6,-1.1
COCc1cn(CC[C@H]2CC[C@@H](NC(=O)Nc3c(C)noc3C)[C@@H](CO)O2)nn1,0.3,-3.4
CO[C@H]1CN(C)C(=O)c2ccc(NS(=O)(=O)c3ccccc3)cc2OC[C@@H](C)N(Cc2cccnc2)C[C@@H]1C,0.1,0.9
COc1ccc(S(=O)(=O)N(C)C[C@@H]2Oc3ccc(NS(=O)(=O)c4cccs4)cc3C(=O)N([C@H](C)CO)C[C@H]2C)cc1,0.8,-0.7
CO[C@@H]1CN(C)C(=O)c2cc(NC(=O)Nc3ccc4c(c3)OCO4)ccc2OC[C@H](C)NC[C@@H]1C,0.5,1.7
C[C@H]1CN([C@@H](C)CO)C(=O)CCCn2nncc2CO[C@@H]1CN(C)S(=O)(=O)c1cccs1,0.7&-0.8,-3.2
C[C@H](CO)N1C[C@H](C)[C@H](CN(C)Cc2ccncc2)Oc2ccc(NS(C)(=O)=O)cc2C1=O,-0.3,-0.1
C[C@H](CO)N1C[C@H](C)[C@H](CN(C)Cc2ccc(F)cc2)Oc2ncc(C3=CCCC3)cc2C1=O,1.3,1.2
C[C@@H]1CN([C@H](C)CO)S(=O)(=O)c2ccc(/C=C/c3ccccc3)cc2O[C@H]1CN(C)C(=O)CN1CCOCC1,2.0,-0.6
COc1ccc(S(=O)(=O)Nc2cccc3c2O[C@@H](CN(C)C(=O)Nc2ccc(C(F)(F)F)cc2)[C@H](C)CN([C@H](C)CO)C3=O)cc1,-0.4,1.6
O=C(C[C@H]1C[C@H]2c3cc(NC(=O)CC4CC4)ccc3O[C@H]2[C@@H](CO)O1)NCc1ccncc1,-1.9,-0.5
O=C(C[C@H]1C=C[C@H](NS(=O)(=O)c2ccc(F)cc2)[C@@H](CO)O1)N1CCc2ccccc2C1,-0.2,0.8
COc1ccc(S(=O)(=O)Nc2cccc3c2O[C@H](CN(C)Cc2ccc(C(F)(F)F)cc2)[C@H](C)CN([C@@H](C)CO)C3=O)cc1,0.5,-1.2
C[C@H]1CCCCO[C@@H](CN(C)Cc2ccc(C(F)(F)F)cc2)[C@@H](C)CN([C@@H](C)CO)C(=O)c2cc(NC(=O)CCC(F)(F)F)ccc2O1,0.6,-0.1
C[C@H]1CN([C@@H](C)CO)C(=O)c2cc(NC(=O)Nc3ccc(F)cc3)ccc2O[C@H]1CN(C)Cc1ccc(Oc2ccccc2)cc1,0.2,0.3
C[C@@H]1CN([C@H](C)CO)C(=O)Cc2cc(NC(=O)CCC(F)(F)F)ccc2O[C@H]1CN(C)Cc1ccc2c(c1)OCO2,1.9,5.0
Cc1noc(C)c1NC(=O)Nc1ccc2c(c1)C(=O)N([C@@H](C)CO)C[C@H](C)[C@@H](CN(C)C)O2,0.3,2.6
C[C@@H]1CN([C@@H](C)CO)C(=O)c2cccc(NS(=O)(=O)c3cn(C)cn3)c2O[C@H]1CN(C)Cc1ccc(-c2ccccc2)cc1,0.7,4.1
O=C(C[C@@H]1C=C[C@H](NC(=O)Nc2cc(F)ccc2F)[C@@H](CO)O1)NCc1ccc2c(c1)OCO2,-1.0,0.8
O=C(Cc1ccccn1)N1CCCCN2[C@H](C1)[C@H](c1ccc(-c3ccccc3F)cc1)[C@@H]2CO,-0.7,-2.2
C[C@@H]1CCCCO[C@H](CN(C)Cc2ccncc2)[C@H](C)CN([C@@H](C)CO)C(=O)c2cc(NC(=O)Nc3ccccc3)ccc2O1,-0.3,1.5
O=C(NCCN1CCCCC1)[C@H]1[C@H](CO)[C@H]2Cn3c(cccc3=O)[C@@H]1N2C(=O)C1CC1,0.4,-0.7

# Compound profiles, as listed above:
# O=C(C[C@H]1C=C[C@H](NS(=O)(=O)c2ccc(F)cc2)[C@@H](CO)O1)N1CCc2ccccc2C1 in the list: TcdB GH inh = -0.2; Mtb BioA inh = 0.8
# O=C(C[C@@H]1C=C[C@H](NC(=O)Nc2cc(F)ccc2F)[C@@H](CO)O1)NCc1ccc2c(c1)OCO2 in the list: TcdB GH inh = -1.0; Mtb BioA inh = 0.8

# (continued)
SMILES,TcdB GH inh,Mtb BioA inh
CCC(=O)Nc1ccc2c(c1)C(=O)N(C)C[C@H](OC)[C@H](C)CN(C(=O)C1CCC1)[C@@H](C)CO2,0.2,1.3
CO[C@H]1CN(C)C(=O)c2ccc(NC(=O)C3CC3)cc2OC[C@H](C)N(CC2CC2)C[C@H]1C,1.3,0.2
CC(=O)N1[C@@H]2c3ccc(-c4ccncc4)c(=O)n3C[C@@H]2[C@@H](CO)[C@@H]1C(=O)NC1Cc2ccccc2C1,0.8,-0.8
CN(C)C(=O)[C@@H]1[C@@H](CO)[C@@H]2Cn3c(ccc(C4=CCCCC4)c3=O)[C@H]1N2Cc1ccncc1,-0.4,-0.7
O=C(NCc1ccc(F)cc1)[C@H]1C[C@H]2C(=O)N[C@@H](Cc3ccccc3)C(=O)N2[C@H]1c1ccc(O)cc1,-1.2,-1.6
OC[C@H]1[C@@H](c2ccc(-c3ccccc3F)cc2)[C@H]2CN(Cc3ccncc3)CCCCN21,0.3,0.0
CCCC(=O)Nc1ccc2c(c1)C(=O)N(C)C[C@@H](OC)[C@H](C)CN(CCc1ccccc1)[C@H](C)CO2,0.6,-0.6
COc1ccc(NC(=O)N(C)C[C@@H]2Oc3ccc(NC(=O)C4CC4)cc3C(=O)N([C@@H](C)CO)C[C@@H]2C)cc1,1.7,2.2
C[C@H]1CN([C@@H](C)CO)C(=O)c2cccc(NC(=O)Nc3ccc(C(F)(F)F)cc3)c2O[C@@H]1CN(C)S(=O)(=O)c1cn(C)cn1,0.3,1.6
Cc1cccc(-c2ccc([C@H]3[C@H](CO)N4CCCCN(C(=O)c5cccnc5)C[C@@H]34)cc2)c1,0.7,-1.2
C[C@H](CO)N1C[C@H](C)[C@@H](CN(C)S(C)(=O)=O)OCc2ccccc2-c2ccccc2C1=O,-0.9,1.2
CO[C@@H]1CN(C)C(=O)c2cc(NS(C)(=O)=O)ccc2OC[C@H](C)N(C(=O)C2CCC2)C[C@@H]1C,-0.9,-0.6
CO[C@@H]1CC[C@@H]2CCOc3ccc(C#N)cc3C(=O)N(C)CCCC(=O)N(C)C[C@H]1O2,-1.2,-1.5
O=C(NCC[C@H]1CC[C@H](NS(=O)(=O)c2ccccc2)[C@@H](CO)O1)c1cc(Cl)cc(Cl)c1,0.1,1.0
O=C(N[C@H]1CC[C@H](CCn2cc(-c3ccccc3)nn2)O[C@H]1CO)c1cnccn1,1.7,0.3
CO[C@@H]1CN(C)C(=O)c2cc(NS(=O)(=O)c3ccc(C)cc3)ccc2OC[C@H](C)N(C)C[C@@H]1C,-0.8,-0.9
CNC(=O)C[C@@H]1CC[C@H]2[C@H](COc3ccc(NC(=O)Nc4cc(C)cc(C)c4)cc3C(=O)N2C)O1,1.1,2.3
C[C@H](CO)N1C[C@H](C)[C@H](CN(C)Cc2ccc(C(F)(F)F)cc2)Oc2c(NC(=O)c3cnccn3)cccc2C1=O,-3.0,1.3
C[C@H](CO)N1C[C@H](C)[C@H](CN(C)S(=O)(=O)c2ccc(Cl)cc2)Oc2ccc(NC(=O)C3CC3)cc2C1=O,0.0,-0.2
C[C@H](CO)N1C[C@H](C)[C@@H](CN(C)C)Oc2ccc(NS(=O)(=O)c3cccs3)cc2C1=O,-0.7,2.8
C[C@@H]1CN([C@H](C)CO)C(=O)c2cc(NS(=O)(=O)c3cn(C)cn3)ccc2O[C@@H](C)CCCCO[C@@H]1CN(C)CC1CCCCC1,0.9,0.4
C[C@H](CO)N1C[C@H](C)[C@H](CN(C)C(=O)Nc2ccc(F)cc2)Oc2c(NS(=O)(=O)c3cn(C)cn3)cccc2C1=O,-0.3,-2.2
C[C@@H]1CN([C@H](C)CO)C(=O)c2cc(NS(=O)(=O)c3ccc(F)cc3)ccc2O[C@H]1CN(C)C(=O)Nc1ccc(C(F)(F)F)cc1,0.2,-0.6
CC(C)NC(=O)Nc1ccc2c(c1)C(=O)N([C@H](C)CO)C[C@@H](C)[C@@H](CN(C)Cc1ccc(C(=O)O)cc1)O2,-11,-6.3

# Some of the compounds tested; rates above refer to the full screens.
